Screening results as filed in PubChem BioAssay.
TWEAK Fn14 block – inhibitors of TWEAK-Fn14 interaction signaling. actives 2% (n = 360,000). inhibition, % at 10 µM. TWEAK-stimulated Fn14 reporter cells, luciferase luminescence, 8 h. AID 1159606; in the data active means inhibition above about 50%
TROY NFkB inh – TROY signaling inhibition | Q293 LMP1-TROYcd NF-kB luciferase reporter, 4 h | inhibition, % at 10 µM | actives 0.98% (n = 360,000) | AID 1347056;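 active means compounds whose plate-normalised and pattern-corrected inhibition of the luciferase reporter signal at the single screening dose is 50% or more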
TRAIL sens C8 – sensitizes caspase-8 expressing cells to TRAIL; NB7+C8 cells + TRAIL, ATPlite viability luminescence; inhibition (viability loss, TRAIL sensitization), % at 10 µM; actives 1% (n = 360,000); AID 624354;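 active means compounds causing at least 50% loss of cell viability in the single-dose screen, relative to plate controls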
KKLEB cytotox – CF airway cell cytotoxicity counter-screen; KKLEB CF airway cells viability, ATPlite luminescence, overnight; hits give low values; cells stimulated with P. aeruginosa culture filtrate; actives 0.36% (n = 360,000); activity change (cytotoxicity), % at 5 µM;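 active means corrected activity change at or below -50% at 5 µM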
CF NFkB inh – inhibitors of cystic fibrosis induced NF-kB; KKLEB NF-kB-GFP reporter, PAF-induced, GFP fluorescence overnight; inhibition, % at 5 µM; actives 0.86% (n = 360,000);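 active means at least 50% inhibition at 5 µM, scaled per plate between neutral and stimulator controls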;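 further: PAF is a Pseudomonas aeruginosa culture filtrate used as stimulus; plate controls were PAF-stimulated DMSO wells for no effect and unstimulated DMSO wells for full effect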
NR5A2 inv ag – inverse agonists of human LRH-1 (NR5A2) | actives 0.13% (n = 360,000) | AID 602396 | inhibition, % at 3.6 µM | HEK293T StAR-luciferase reporter, LRH-1 transfected, 24 h | O00482;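 active means inhibition above the mean inhibition of all tested compounds plus 3 SD, cut at about 73% in these data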;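 further: 0% = DMSO wells and 100% = reporter-only cells lacking LRH-1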
NR2F2 inh – inhibitors of human COUP-TFII (NR2F2) | P24468 | HEK293T NGFI-A luciferase reporter, luminescence | inhibition, % at 8.6 µM | actives 0.7% (n = 370,000) | AID 686940;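 active means inhibition above a per-plate cutoff, mean inhibition of test wells between control levels plus 3 SD, cut at about 38% in these data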;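 further: cells cotransfected with COUP-TFII expression vector driving the NGFI-A reporter; 0% = median of COUP-TF2 test wells and 100% = reporter-only cells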
SRC3 inh – human NCOA3 inhibition | HEK293 GAL4-SRC3 luciferase reporter, luminescence | inhibition, % at 3.6 µM | actives 0.17% (n = 360,000) | Q9Y6Q9;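 active means inhibition above a per-campaign cutoff, the mean of all compounds plus 3 SD, cut at about 60% in these data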;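 further: 0% = DMSO-treated cells and 100% = gossypol-treated cells at 36 µM; higher means less SRC3-driven luciferase light from the GAL4 reporter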
NCOA2 inhibitor – human SRC2 (NCOA2) inhibition; Q15596; HEK293 GAL4-SRC2 luciferase reporter, luminescence; inhibition, % at 9 µM; actives 0.17% (n = 370,000);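 active means inhibition above the mean inhibition of all tested compounds plus 3 SD, set per campaign, cut at about 52% in these data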;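 further: 0% = DMSO treated cells and 100% = cells given Gossypol at 36 µM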
Target sequence (Q15596 whole entry, looked up, the tested form may be a part): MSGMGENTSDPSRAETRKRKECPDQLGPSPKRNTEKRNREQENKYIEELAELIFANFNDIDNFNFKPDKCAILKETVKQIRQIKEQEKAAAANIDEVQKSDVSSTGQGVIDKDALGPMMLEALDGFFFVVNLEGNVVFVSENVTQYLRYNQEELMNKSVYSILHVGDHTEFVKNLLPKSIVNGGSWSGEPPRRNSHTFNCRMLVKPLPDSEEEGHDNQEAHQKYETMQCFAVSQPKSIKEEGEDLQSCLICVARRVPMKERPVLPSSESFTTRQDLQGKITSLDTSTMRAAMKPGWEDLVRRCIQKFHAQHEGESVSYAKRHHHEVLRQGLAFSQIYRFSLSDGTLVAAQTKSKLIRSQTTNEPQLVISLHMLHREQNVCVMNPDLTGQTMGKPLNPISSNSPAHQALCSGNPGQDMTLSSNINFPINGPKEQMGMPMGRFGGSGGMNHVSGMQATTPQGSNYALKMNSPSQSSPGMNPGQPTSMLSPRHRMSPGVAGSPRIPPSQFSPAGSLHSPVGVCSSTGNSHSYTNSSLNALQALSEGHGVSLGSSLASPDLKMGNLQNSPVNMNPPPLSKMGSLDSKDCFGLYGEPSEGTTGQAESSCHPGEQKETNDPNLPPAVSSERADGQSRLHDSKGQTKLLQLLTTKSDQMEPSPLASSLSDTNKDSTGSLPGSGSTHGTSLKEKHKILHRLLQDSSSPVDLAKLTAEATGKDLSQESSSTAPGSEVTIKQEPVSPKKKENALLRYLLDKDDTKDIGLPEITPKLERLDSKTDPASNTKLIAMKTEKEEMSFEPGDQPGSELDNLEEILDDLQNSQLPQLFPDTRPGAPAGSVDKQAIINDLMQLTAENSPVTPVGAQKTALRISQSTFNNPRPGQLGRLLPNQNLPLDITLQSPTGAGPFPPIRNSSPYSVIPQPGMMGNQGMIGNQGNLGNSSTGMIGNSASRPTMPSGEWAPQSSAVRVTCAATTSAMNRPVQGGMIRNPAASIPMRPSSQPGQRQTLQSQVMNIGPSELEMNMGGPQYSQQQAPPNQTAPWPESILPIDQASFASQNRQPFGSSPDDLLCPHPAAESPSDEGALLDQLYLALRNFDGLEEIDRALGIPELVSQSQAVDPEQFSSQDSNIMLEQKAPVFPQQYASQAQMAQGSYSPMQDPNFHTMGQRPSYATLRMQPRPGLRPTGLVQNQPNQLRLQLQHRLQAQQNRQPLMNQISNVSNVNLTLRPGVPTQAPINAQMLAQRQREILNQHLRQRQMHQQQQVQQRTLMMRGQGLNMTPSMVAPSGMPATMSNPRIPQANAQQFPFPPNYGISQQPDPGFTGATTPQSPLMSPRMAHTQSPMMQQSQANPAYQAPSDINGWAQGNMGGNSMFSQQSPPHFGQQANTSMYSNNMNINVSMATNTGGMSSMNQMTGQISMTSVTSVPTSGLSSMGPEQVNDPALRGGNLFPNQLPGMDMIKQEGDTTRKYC
LMP1 NFkB inh – reduces LMP1-driven NF-kappaB luciferase signal; inhibition, % at 12.5 µM; LMP1-induced NF-kappaB luciferase reporter cells, luminescence; actives 0.69% (n = 350,000); in the data active means inhibition above about 41%;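 further: 0% = neutral control wells and 100% = reference inhibitor control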
SRC1 inh – inhibitors of human steroid receptor coactivator 1 (SRC1); Q15788; HEK293 GAL4-SRC1 luciferase reporter, luminescence; inhibition, % at 3.6 µM; actives 0.12% (n = 360,000);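 active means inhibition above the campaign mean plus 3 SD, with each screening campaign given its own cutoff, cut at about 60% in these data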;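 further: 0% = DMSO treated cells and 100% = gossypol at 36 µM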
* = called active by the depositor; · = no result given.

SMILES | TWEAK Fn14 block | TROY NFkB inh | TRAIL sens C8 | KKLEB cytotox | CF NFkB inh | NR5A2 inv ag | NR2F2 inh | SRC3 inh | NCOA2 inhibitor | LMP1 NFkB inh | SRC1 inh
COC(=O)C1=C(C)NC(=O)/C1=C\c1cc(C)n(-c2c(C)cccc2C)c1C | -3 | 8 | 0 | -6 | 15 | -5 | 2 | 0 | -6 | 4 | -18
COc1ccccc1NC(=O)Nn1cnnc1 | 6 | 2 | -11 | -4 | -13 | 24 | -16 | 24 | -8 | 0 | 4
CC(=O)N1CCN(C(=O)c2ccc(C)c(S(=O)(=O)N3CCCCC3)c2)CC1 | 13 | -5 | -21 | -6 | 11 | -4 | 17 | 11 | 15 | 2 | -2
CC(=O)NCc1ccc(S(=O)(=O)N/N=C/c2ccc(N(C)C)cc2)cc1 | 12 | 9 | -4 | 0 | -16 | 14 | 1 | -9 | 16 | -8 | -18
CN1CCC(N2CCCC(C(=O)O)C2)CC1 (stereo not drawn) | 5 | -7 | 6 | 0 | -7 | 10 | -28 | 11 | -6 | -2 | -7
CCOC(=O)C1=C(C)N(CCCC(=O)O)C(=O)NC1c1ccccc1OS(=O)(=O)c1ccc([N+](=O)[O-])cc1 (stereo not drawn) | 0 | 19 | 2 | 14 | -16 | 15 | -3 | -3 | 13 | -3 | -13
COC(=O)C1=C(Nc2ccccc2NC(=O)c2ccccc2C(=O)O)CSC1 | -5 | -28 | -16 | 1 | -12 | -78 | -42 | -65 | -66 | -14 | -98
CCOC(=O)N1CCC(N2C(=O)c3ccccc3C2Nc2ccc(S(=O)(=O)N(CC)CC)cc2)CC1 (stereo not drawn) | -5 | -3 | -9 | -3 | -19 | -3 | 18 | 11 | 18 | 6 | 11
CCC(C)(C)C1CCc2[nH]nc(C(=O)NC3CCCCC3)c2C1 (stereo not drawn) | -12 | 22 | -1 | -19 | 32 | -9 | 1 | -39 | -18 | -16 | -32
O=C(COc1ccc2ccc(=O)oc2c1)Nc1cccnc1 | -13 | -2 | -1 | 4 | -11 | 15 | -4 | 7 | -1 | -5 | 3
COc1ccc(C(C)=O)cc1CSc1nnc(C)s1 | 6 | 11 | -12 | 7 | -8 | 13 | -9 | -1 | -21 | -6 | -12
CC1([N+](=O)[O-])COC2(CCCCC2)OC1 | 10 | -7 | -6 | -7 | 0 | -17 | 1 | -9 | 3 | 8 | -14
CCn1c(SCC(=O)N/N=C/c2ccc(C)o2)nnc1-c1ccc(C)cc1 | 61* | -21 | -6 | -16 | 10 | 3 | -2 | 17 | -3 | -1 | -4
COc1ccc(S(=O)(=O)N2CCCC2C(=O)NCc2ccccc2Cl)cc1 (stereo not drawn) | -7 | -21 | -4 | -2 | -3 | 12 | 19 | -11 | 2 | 0 | 11
CC(C)NC(=O)NC(=O)CSc1ccc(S(=O)(=O)N2CCOCC2)cn1 | 7 | 6 | -3 | 4 | -7 | 0 | -3 | 9 | -32 | -5 | -4
O=C(c1ccc(=O)oc1)N1CCOCC1 | -2 | 2 | 6 | 0 | 7 | 6 | 3 | 5 | -2 | -1 | -4
COc1ccc(C(=O)NC2CCCc3ccccc32)cc1 (stereo not drawn) | -3 | -29 | -6 | 7 | -8 | -6 | 9 | 11 | 2 | -4 | -3
Cc1ccc(C(=O)Cn2nnc3ccccc32)cc1C | -3 | -53 | 6 | 4 | -4 | -107 | -21 | -80 | -55 | -9 | -146
COc1ccccc1/C=C/C=N/NC(=O)c1cc(-c2ccco2)[nH]n1 | -2 | -12 | 16 | 10 | -7 | -1 | 10 | 9 | 9 | -3 | -4
O=C(COC(=O)c1c(F)cccc1F)Nc1ccc2[nH]c(=O)[nH]c2c1 | 1 | 8 | 3 | 2 | -1 | 12 | 6 | 1 | -8 | -10 | 10
O=C(/C=C/c1cccc(C(F)(F)F)c1)Nc1cccc(C(F)(F)F)c1 | 61* | 51* | 22 | 2 | 42 | -18 | -3 | 1 | -7 | 5 | 2
c1coc(-c2ccnc(-n3cccc3)n2)c1 | 6 | 7 | -12 | -3 | -7 | 4 | 2 | 20 | -16 | -1 | -5
CCOC(=O)CC(NC(=O)c1cccc2c1C(=O)N(Cc1cccnc1)C2)c1ccc(OC(C)C)cc1 (stereo not drawn) | 10 | 5 | -2 | -3 | 5 | 13 | 6 | 6 | 7 | -4 | -8
CCN(CC)c1ccc(/C=N/NC(=O)c2c[nH]c3ccccc23)cc1 | -19 | 10 | 23 | 3 | -35 | -39 | -16 | 18 | -35 | -32 | -11
O=C(CN1c2cccc3cccc(c23)S1(=O)=O)NCc1ccc2c(c1)OCO2 | -5 | 5 | -3 | -2 | -13 | -22 | -4 | -6 | -2 | 1 | 14
CCC(C(=O)OCc1csc(CC(=O)Nc2ccccc2C)n1)c1ccccc1 (stereo not drawn) | -8 | -16 | 6 | 0 | 4 | -4 | 30 | 10 | 2 | 0 | 10
CCOC(=O)c1c(N2C(=O)Nc3ccccc3N2O)n[nH]c1-c1cccc(Cl)c1 | 22 | -12 | 0 | -4 | 7 | 12 | 7 | 14 | 11 | -1 | -11
CC(C)c1ccc(NC(=S)NCc2ccc3c(c2)OCO3)cc1 | -9 | -25 | 3 | 1 | -12 | -13 | -15 | -3 | 12 | -6 | 6
O=C(O)CCC(=O)Nc1ccc(Cc2ccc(NC(=O)CCC(=O)O)c(O)c2)cc1O | 2 | 0 | -26 | 3 | -22 | 7 | -8 | -14 | 5 | 24 | -4
Cc1ccc(-n2nc3c(c2NC(=O)C2CC2)CS(=O)(=O)C3)cc1C | -9 | 10 | -5 | -10 | 4 | 13 | -14 | 2 | -16 | 3 | -5
NC(=O)c1cccnc1Sc1ccc(Cl)cc1 | -1 | 5 | -5 | 8 | -5 | -8 | -5 | 13 | -30 | 1 | -13
COc1ccc(C(=O)c2ccccc2O)c(O)c1 | -29 | -23 | -13 | -4 | 21 | 6 | 0 | -7 | -19 | 4 | -11
CCc1ccc(NC(=O)COC(=O)Cn2cnc3ccccc32)cc1 | -13 | 7 | 3 | 12 | -19 | -4 | 14 | -5 | 10 | 2 | -15
N#C/C(=C\c1ccccc1)C(=O)N1CCN(c2ccccc2F)CC1 | -19 | 5 | -8 | -2 | 8 | -18 | -21 | -13 | 3 | 3 | -11
COc1ccc2[nH]c3c(c2c1)CCN1C(=O)C(CC(=O)NCCN2CCOCC2)C[C@H](C(=O)N2CCOCC2)[C@@]31CCC1CCCC1 (stereo partly drawn) | 6 | 2 | -6 | 6 | -1 | 15 | -6 | 9 | -7 | -4 | 7
Cc1ccc(S(=O)(=O)NCC(=O)OCC(=O)NCc2cccs2)cc1 | -14 | -4 | -3 | -2 | -7 | 2 | -6 | 12 | -3 | -6 | -14
CCOC(=O)c1cc(CC)sc1/N=C/C1=C(O)CC(C)(C)CC1=O | 17 | 5 | -6 | 4 | 2 | 16 | -25 | 9 | 21 | 0 | -7
Cc1nc2ccc(NC(=O)NCc3ccco3)cc2s1 | 25 | -31 | 1 | 4 | 12 | -51 | -41 | -30 | -41 | -17 | -35
C=CCSc1nnc(NC(=O)C23CC4CC(CC(NC(C)=O)(C4)C2)C3)s1 | -19 | -24 | 8 | 15 | 4 | -11 | -8 | -3 | -25 | 8 | -30
C=CC[C@@H](CC(=O)NCCO)C(=O)N[C@H](COC(=O)[C@H](CC=C)CC(=O)OC(C)(C)C)Cc1c[nH]c2ccccc12 | -4 | -11 | -4 | 6 | 19 | 11 | -4 | 9 | 3 | -3 | -13
Cn1c(C(=O)N2CCCC(C(=O)c3ccc(C(F)(F)F)cc3)C2)cc(=O)n(C)c1=O (stereo not drawn) | -12 | 7 | -1 | 5 | 0 | -18 | 17 | 0 | -3 | -5 | -44
O=C(Cc1cccs1)N1CCCC(c2nc3c(nnn3Cc3ccccc3Cl)c(=O)[nH]2)C1 (stereo not drawn) | 15 | -5 | -7 | -10 | 0 | 20 | 7 | 1 | 10 | -11 | -2
CC1(C(=O)Nc2ccc3ccccc3c2)CCC(=O)N1C1CC1 (stereo not drawn) | 2 | 6 | -15 | -2 | -22 | 7 | 11 | 3 | 4 | · | 10
O=C(Nc1ccc(Cl)c(Cl)c1)Nc1nnc(CC2=CCCCC2)s1 | 28 | 22 | 35 | -12 | 36 | 10 | 5 | 18 | -15 | 71* | 7
Cc1c(Cl)cccc1NC(=O)CCC(=O)NNC(=O)c1ccco1 | 26 | 16 | -12 | 0 | -4 | 5 | 0 | -2 | 17 | 0 | 10
CN(Cc1ccccc1)C(=O)c1ccc(Cc2cn(C)c3ccccc23)nc1 | -11 | 19 | 1 | 7 | -16 | 19 | -6 | -6 | 9 | · | -14
O=C(N/N=C/c1ccccc1O)C1(O)c2ccccc2-c2ccccc21 | 15 | -10 | 12 | 10 | -10 | -5 | -7 | 15 | 23 | 9 | 11
Cc1ccccc1Oc1ccc(Oc2ccccc2C)nn1 | -42 | -39 | 10 | 15 | -3 | -71 | -53 | -54 | -34 | -29 | -55
CCn1c(SCC(=O)NCC2CCCO2)nc2ccccc21 (stereo not drawn) | 10 | 4 | -4 | -2 | 21 | 2 | -6 | -19 | -2 | 0 | -18
CC1(Cc2ccc3ccccc3n2)C(=O)Nc2ccc(OC(F)(F)F)cc21 (stereo not drawn) | -5 | -5 | -15 | 6 | -15 | 16 | 90* | -1 | 14 | · | -1

Pulled by compound from above:
SMILES | TWEAK Fn14 block | TROY NFkB inh | TRAIL sens C8 | KKLEB cytotox | CF NFkB inh | NR5A2 inv ag | NR2F2 inh | SRC3 inh | NCOA2 inhibitor | LMP1 NFkB inh | SRC1 inh
CC1(C(=O)Nc2ccc3ccccc3c2)CCC(=O)N1C1CC1 (stereo not drawn) | 2 | 6 | -15 | -2 | -22 | 7 | 11 | 3 | 4 | · | 10
Cc1ccccc1Oc1ccc(Oc2ccccc2C)nn1 | -42 | -39 | 10 | 15 | -3 | -71 | -53 | -54 | -34 | -29 | -55
Cc1c(Cl)cccc1NC(=O)CCC(=O)NNC(=O)c1ccco1 | 26 | 16 | -12 | 0 | -4 | 5 | 0 | -2 | 17 | 0 | 10
CN(Cc1ccccc1)C(=O)c1ccc(Cc2cn(C)c3ccccc23)nc1 | -11 | 19 | 1 | 7 | -16 | 19 | -6 | -6 | 9 | · | -14

Other results
SMILES | TWEAK Fn14 block | TROY NFkB inh | TRAIL sens C8 | KKLEB cytotox | CF NFkB inh | NR5A2 inv ag | NR2F2 inh | SRC3 inh | NCOA2 inhibitor | LMP1 NFkB inh | SRC1 inh
COc1ccccc1/C=C1\SC(=O)N(CC(=O)N(C)C2CCS(=O)(=O)C2)C1=O (stereo not drawn) | -7 | -4 | 7 | 15 | 3 | 11 | 16 | -3 | -14 | -10 | -5
CN(C)S(=O)(=O)N1CCC(CCCC2CCN(S(=O)(=O)N(C)C)CC2)CC1 | 4 | 13 | -22 | -1 | 0 | -7 | 7 | 9 | 2 | -4 | 3
N/C(Cc1ccc([N+](=O)[O-])cc1)=N\OC(=O)CC1CCCCC1 | 37 | -36 | -4 | -5 | 4 | 1 | -4 | 5 | 6 | -6 | 4
CCOc1ccc(C(=O)N2CCCC(c3nc(-c4cccs4)no3)C2)cc1 (stereo not drawn) | 63* | 64* | 14 | -9 | -8 | -3 | 19 | -1 | 9 | -2 | -9
Cn1c(=O)n(C)c2cc(NS(=O)(=O)c3ccc(Br)s3)ccc21 | 25 | 6 | -1 | 6 | -90 | 17 | -29 | 17 | -59 | -2 | -2
